ATG4B inh – ATG4B (human) cysteine protease inhibition | ATG4B cleavage of LC3-PLA2, NBD-HPC fluorescence, 1 h | inhibition, % at 8.33 µM | hit rate 0.51% among 340,000; in the data active = inhibition above about 40%
UBC13 polyUb – inhibitors of human UBC13 polyubiquitin chain formation. P61088. AID 485273. hit rate 0.47% among 330,000. TR-FRET. inhibition, % at 20 µM; in the data active = inhibition above about 45%, passing the limit was not always enough
Target sequence (P61088 whole entry, looked up): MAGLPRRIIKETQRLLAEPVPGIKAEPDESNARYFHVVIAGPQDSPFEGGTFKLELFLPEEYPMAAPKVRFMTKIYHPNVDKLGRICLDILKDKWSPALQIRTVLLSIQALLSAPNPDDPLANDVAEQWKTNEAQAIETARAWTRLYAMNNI
APJ antagonist – APJ receptor antagonism | CHO-K1 APJ beta-arrestin complementation, luminescence | inhibition, % at 20 µM | hit rate 0.32% among 330,000;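 active = inhibition above about 40% at 20 µM, limit read from the data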;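 also: cells challenged with 10 nM apelin-13 agonist together with compound; plate controls were apelin-13 plus DMSO wells for no effect and DMSO wells lacking apelin-13 for full effect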
Gli-Sufu antag – antagonists of Gli-Sufu signaling | inhibition, % at 5 µM | hit rate 0.74% among 340,000 | AID 588413 | Sufu-KO-LIGHT fibroblasts, Gli luciferase reporter luminescence;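 active = inhibition above about 55%, limit read from the data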;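 also: 0% = DMSO-treated cells and 100% = wells with medium but no cells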
CXCR6 inh – CXCR6 (human) receptor inhibition. CHO-K1 PathHunter CXCR6 beta-arrestin, luminescence. hit rate 0.36% among 360,000. O00574. inhibition, % at 20 µM. AID 602244; in the data active = inhibition above about 34%, passing the limit was not always enough;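 also: antagonist mode with CXCL16 agonist at 10 nM final; 0% = 10 nM CXCL16 with DMSO and 100% = unstimulated wells without agonist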
Target sequence (O00574 whole entry, looked up): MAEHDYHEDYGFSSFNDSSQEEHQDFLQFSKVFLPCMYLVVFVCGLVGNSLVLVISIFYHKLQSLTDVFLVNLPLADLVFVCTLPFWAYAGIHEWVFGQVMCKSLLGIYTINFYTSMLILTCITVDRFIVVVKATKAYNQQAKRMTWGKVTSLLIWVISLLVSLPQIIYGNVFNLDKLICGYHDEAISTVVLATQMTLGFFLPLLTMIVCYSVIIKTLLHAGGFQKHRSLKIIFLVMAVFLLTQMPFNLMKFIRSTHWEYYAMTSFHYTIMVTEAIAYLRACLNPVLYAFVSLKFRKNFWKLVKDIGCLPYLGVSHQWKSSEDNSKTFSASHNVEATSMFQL
EBI2 antag – antagonists of human EBI2 receptor; P32249; AID 651636; inhibition, % at 5 µM; EBI2 beta-arrestin recruitment, luminescence, 7a,25-OHC stimulated; hit rate 0.81% among 360,000; in the data active = inhibition above about 38%;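 also: enzyme fragment complementation signal reports receptor beta-arrestin coupling in cells; 0% = agonist plus DMSO wells and 100% = wells without agonist; some results beyond the cut were filed as inactive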
Target sequence (P32249 whole entry, looked up, the tested form may be a part): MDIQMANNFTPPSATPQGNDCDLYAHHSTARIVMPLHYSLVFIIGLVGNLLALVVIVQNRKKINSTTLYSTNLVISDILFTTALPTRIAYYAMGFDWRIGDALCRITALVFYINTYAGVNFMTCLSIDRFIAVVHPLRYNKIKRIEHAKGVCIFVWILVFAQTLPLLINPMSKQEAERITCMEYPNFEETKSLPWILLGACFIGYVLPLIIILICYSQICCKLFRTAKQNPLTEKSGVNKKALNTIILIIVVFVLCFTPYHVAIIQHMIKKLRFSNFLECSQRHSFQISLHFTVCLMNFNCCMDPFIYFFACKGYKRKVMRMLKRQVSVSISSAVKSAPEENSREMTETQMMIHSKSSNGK
APJ ag – activates the human apelin receptor APJ; P35414; CHO-K1 APJ PathHunter beta-arrestin, luminescence; 0% DMSO wells, 100% apelin; activation, % at 20 µM; hit rate 0.11% among 330,000; AID 2520;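 active = activation more than six SD over the plate average, tested at 20 µM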;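 also: 0% = DMSO alone and 100% = apelin-13 at 10 nM; some results filed as inactive read as strong as hits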
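Material: CHO-K1 APJ beta-arrestin complementation cell line; Input: cell density 1000 per well; Incubation: compound stimulation 90 min at 25 °C, detection 60 min; Signal: luminescence from split beta-galactosidase complementation, Galacton Star/Emerald II substrate; Controls: DMSO-only wells as negative, 10 nM Apelin-13 as positive control.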
CCR6 antagonist – antagonists of human CCR6 receptor; P51684; CHO-K1 CCR6 PathHunter beta-arrestin, luminescence, CCL20-stimulated; inhibition, % at 20 µM; hit rate 0.49% among 340,000; AID 493098;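 active = compounds whose inhibition of the agonist-driven luminescence signal at 20 µM reaches about 50%, limit read from the data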;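 also: cells stimulated with CCL20 at 14 nM final; plate controls were DMSO with CCL20 for no effect and DMSO without agonist for full effect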
The depositor's hits bear a star; x = no result given.

SMILES | ATG4B inh | UBC13 polyUb | APJ antagonist | Gli-Sufu antag | CXCR6 inh | EBI2 antag | APJ ag | CCR6 antagonist
Cc1cccc(C)c1NC(=O)CNC(=O)c1ccncc1 | 2 | -3 | 7 | -5 | -1 | 5 | 5 | 3
COc1cc(C(=O)O)nc(OC)n1 | -3 | 6 | 1 | -2 | 3 | -1 | -3 | 0
Cc1cccc(/C=N\NC(=O)c2ccccc2-n2cccc2)c1 | 9 | 4 | -20 | -22 | -3 | 7 | -2 | 5
COc1ccc(-n2c(=O)[nH]cc(C(=O)N3CCc4ccccc43)c2=O)cc1 | -5 | 0 | 16 | 11 | 2 | -10 | -3 | 4
Cc1ccc2nc(-c3ccccc3Cl)cc(C(=O)Nc3cc(C)on3)c2c1 | -11 | 8 | 1 | -1 | -2 | 60* | -2 | 6
O=C(Nc1cccc(-c2nnc(-c3ccccc3)o2)c1)c1ccc(Br)o1 | -6 | 1 | 9 | -22 | 8 | 3 | -2 | 1
Cc1nc2ccc(NC(=S)NCc3ccccc3)cc2nc1C | 13 | 3 | -4 | -18 | -2 | -1 | -3 | 8
CCOc1ccc(NC(=O)CN(C)C(=O)CCNC(=O)c2ccco2)cc1OCC | -1 | 2 | -2 | 8 | -1 | -8 | -1 | 4
COc1ccc(NC(=O)C2=CC(c3ccc(C)cc3)=NS(=O)(=O)N2C)cc1OC | -3 | 0 | 8 | -26 | 3 | 5 | -8 | 13
CC(C)Cn1nc(C(=O)OCC(=O)NCC(F)(F)F)c2ccccc2c1=O | -7 | -5 | -10 | 4 | 2 | -2 | -2 | -2
COc1ccc([N+](=O)[O-])cc1C(=O)Nc1ccc(OCC(=O)N2CCOCC2)cc1 | -12 | -2 | 11 | -10 | 6 | -3 | -1 | -3
CCC(C)NC(=O)c1ccc(CSCc2ccccc2Cl)o1 (centres undefined) | -6 | 4 | 14 | 9 | -9 | 4 | -4 | 32
Cc1ccc(C)c(N2CCN(C(=O)CCS(=O)(=O)c3ccc4c(c3)NC(=O)CO4)CC2)c1 | -7 | -1 | -31 | 12 | -1 | -2 | 10 | -9
C=CCn1c(SCC(=O)Nc2nncs2)nnc1-c1ccco1 | -8 | -5 | -8 | -2 | 7 | 5 | -4 | 7
Cc1ccc(SCC(=O)Nc2ccc(N3CCOCC3)cc2)cc1C | 5 | -7 | 18 | -10 | 0 | 5 | 1 | 9
O=C(CCC(=O)OCC(=O)c1ccc(F)cc1)NC1CCCCC1 | -11 | 8 | 8 | 6 | -1 | -15 | -5 | 6
C=CCN1C(=O)C(CC(=O)Nc2ccc(OC)cc2)SC1=Nc1ccc(S(N)(=O)=O)cc1 (centres undefined) | 1 | 4 | -20 | -3 | 2 | -11 | 2 | 11
O=C(Nc1ccnn1C1CCN(C(=O)c2ccc(Cl)cc2)CC1)C1CC1 | -7 | -2 | -3 | 10 | 7 | 9 | -2 | 3
CN(C(=O)C1CCOC1)c1nnc(-c2ccccn2)s1 (centres undefined) | -7 | 1 | 11 | -50 | -2 | -2 | 2 | 2
COCCn1c(=O)[nH]c2cc(C(=O)N3CCN(Cc4ccc5c(c4)OCO5)CC3)ccc2c1=O | -11 | x | x | -4 | -6 | 0 | x | -1
CCn1nc(NC(=O)c2cccs2)c2cc3ccccc3nc21 | -11 | 6 | 0 | -1 | 0 | -26 | 2 | 9
CCC(C(=O)Nc1cccc(OC)c1)n1nc(C)c2c(C)n(-c3ccccc3)nc2c1=O (centres undefined) | -2 | 8 | 26 | -8 | -5 | -3 | 1 | 12
CCCN(CCC)S(=O)(=O)c1ccc(C(=O)Nc2nnc(-c3cc(OC)cc(OC)c3)o2)cc1 | -7 | -38 | 12 | 24 | 23 | -11 | -2 | -1
Cc1ccsc1C(=O)NCc1ccc(Cl)cc1 | 17 | 5 | 13 | 7 | -10 | 6 | 0 | 11

Single entries from above:
Under ATG4B inh, O=C(CCC(=O)OCC(=O)c1ccc(F)cc1)NC1CCCCC1 reads -11
Under CXCR6 inh, CCC(C(=O)Nc1cccc(OC)c1)n1nc(C)c2c(C)n(-c3ccccc3)nc2c1=O (centres undefined) reads -5

Additional entries
SMILES | ATG4B inh | UBC13 polyUb | APJ antagonist | Gli-Sufu antag | CXCR6 inh | EBI2 antag | APJ ag | CCR6 antagonist
Oc1ccccc1-c1nc2ccccc2nc1-c1ccccc1 | 25 | -12 | 7 | 6 | 0 | 8 | 0 | 13
CCn1c(SCC(=O)N2CCOCC2)nc2sc3c(c2c1=O)CCCC3 | 3 | -1 | 8 | 2 | 11 | 2 | -1 | 8
O=C(CNC(=O)c1ccc(Cl)cc1Cl)NCc1ccccn1 | 1 | 6 | -2 | -2 | -3 | 12 | 0 | 0
CC(=O)N1CC=C2C(C#N)=C(N)C(C#N)(C#N)C(C)C2C1 (centres undefined) | 4 | -6 | 1 | 6 | -4 | 0 | 6 | -9
COc1ccc(Cl)cc1NC(=O)Nc1ccccc1SC | -5 | -13 | -13 | 6 | -1 | 10 | 0 | 7
O=C(c1ccccc1F)N1CCN(S(=O)(=O)c2ccc3ccccc3c2)CC1 | 2 | 6 | -15 | 10 | 5 | -12 | -1 | 22
O=Cc1cc(Br)c(OC(=O)N2CCOCC2)c(Br)c1 | 3 | 0 | 0 | -2 | -4 | -10 | -2 | -9
CNC(=S)N/N=C/c1c(C)cccc1Cl | -6 | 3 | 17 | 2 | 5 | 3 | -4 | 3
COc1ccc(CCNC(=O)COC(=O)c2ccc([N+](=O)[O-])o2)cc1 | -29 | -12 | 2 | 2 | -17 | -5 | -2 | -17
COC(=O)c1ccccc1NC(=O)C1CCCC1 | -3 | -3 | -8 | -1 | -5 | -1 | -3 | 0
COc1cc2c(cc1OC)C(C)N(C(=O)C1COc3ccccc3O1)CC2 (centres undefined) | -4 | -1 | -24 | 5 | -4 | -11 | -3 | -5
Cc1cc(NS(=O)(=O)c2ccc(NC(=O)c3ccccc3F)cc2)no1 | -2 | 11 | -1 | -1 | 11 | 0 | -1 | 12
CC(=O)c1ccc(NC(=S)N2CCC(Cc3ccccc3)CC2)cc1 | -11 | -7 | 0 | 1 | -10 | 0 | 4 | 5
CC(=O)NCc1ccc(S(=O)(=O)N2CCN(c3ccccn3)CC2)cc1 | -1 | 4 | 9 | 19 | -8 | -6 | -1 | 11
COc1cc(CCC(=O)OCC(=O)Nc2c(Cl)cccc2Cl)cc(OC)c1OC | 2 | -3 | 0 | 35 | -4 | 5 | -2 | 19
CCc1nc(Nc2cccc(O)c2)c2oc3ccccc3c2n1 | -8 | 8 | -4 | x | -6 | -14 | 3 | 9
COCCNC(=O)CSc1nnc(-c2ccccc2)c(-c2ccccc2)n1 | -1 | -15 | 17 | -5 | 12 | -4 | 0 | 9
COc1cccc(NC(=O)CSCC(=O)Nc2ccccc2)c1 | -4 | 13 | 10 | -3 | 3 | 1 | -7 | -5
O=S(=O)(Nc1cccnc1)c1ccc2c(c1)OCCO2 | -7 | -7 | 4 | -8 | -6 | -7 | -3 | -11
COc1ccccc1NC(=O)N1CCOCC1 | 0 | 4 | 5 | 0 | 2 | 5 | -2 | -4
Cc1nn(CC(=O)NCCc2ccccc2)c(=O)c2ccccc12 | 3 | -9 | 1 | -3 | 0 | 1 | -4 | -1
CC(=O)Nc1ccc(C(=O)N/N=C(\C)CC(=O)Nc2ccc(OCc3ccccc3)cc2)cc1 | 25 | -1 | 1 | -34 | -6 | 0 | -2 | 4
Nc1ccc(C(=O)NCc2ccccc2)cc1 | 7 | 6 | -12 | -8 | -9 | -1 | -4 | 3
Cc1c(NC(=O)C(C)OC(=O)c2cccnc2Cl)c(=O)n(-c2ccccc2)n1C (centres undefined) | -6 | -4 | -2 | 8 | -5 | -17 | -3 | 3

Random excerpt: 3 compounds from above, in no set order.
SMILES | ATG4B inh | UBC13 polyUb | APJ antagonist | Gli-Sufu antag | CXCR6 inh | EBI2 antag | APJ ag | CCR6 antagonist
CC(=O)NCc1ccc(S(=O)(=O)N2CCN(c3ccccn3)CC2)cc1 | -1 | 4 | 9 | 19 | -8 | -6 | -1 | 11
CC(=O)c1ccc(NC(=S)N2CCC(Cc3ccccc3)CC2)cc1 | -11 | -7 | 0 | 1 | -10 | 0 | 4 | 5
COCCNC(=O)CSc1nnc(-c2ccccc2)c(-c2ccccc2)n1 | -1 | -15 | 17 | -5 | 12 | -4 | 0 | 9

The list goes on:
SMILES | ATG4B inh | UBC13 polyUb | APJ antagonist | Gli-Sufu antag | CXCR6 inh | EBI2 antag | APJ ag | CCR6 antagonist
CCOC(=O)c1c(NC(=O)C[n+]2ccccc2)sc2c1CCCC2 | -3 | 0 | -4 | 7 | -1 | -14 | -2 | 1
COc1cccc(CN2CCN(Cc3cc(OC)c(OC)cc3[N+](=O)[O-])CC2)c1 | 5 | 1 | -19 | 5 | -6 | 3 | 0 | -1
O=C1/C(=C\c2ccc([N+](=O)[O-])cc2)CS(=O)(=O)C/C1=C/c1ccc([N+](=O)[O-])cc1 | 6 | x | x | 65* | 97* | 50* | x | 102*
CC(=O)c1cn(CC(=O)Nc2ccccc2F)c2ccccc12 | 1 | 0 | -1 | 30 | -17 | -15 | 1 | -4
O=C(COC(=O)/C=C/c1ccc(OC(F)F)cc1)NC1CCCC1 | -4 | 1 | 12 | 12 | 4 | 12 | -2 | 0
O=C(NC(=S)NCc1ccccc1)c1ccccc1[N+](=O)[O-] | -2 | -1 | -24 | -10 | -3 | -1 | 0 | 14
NS(=O)(=O)c1ccc(CCNC(=O)CNC(=O)c2ccccc2F)cc1 | 7 | 1 | -6 | -24 | 2 | 2 | 2 | 0
CCOC(=O)N1CCN(C(=O)c2ccc3nc(C)sc3c2)CC1 | -10 | -5 | 6 | 0 | 0 | 11 | 1 | -7
COc1cc(/C=C2\N=C3CCCCCN3C2=O)ccc1O | -11 | -44 | 5 | -10 | 4 | 5 | 1 | 9
CC(C)SCCCCOc1ccc2ccccc2c1 | -1 | 7 | 18 | -27 | 3 | 31 | -2 | 10
O=C(COC(=O)COc1ccccc1)Nc1ccc2c(c1)OCCO2 | -2 | -2 | 3 | -2 | -12 | 1 | 2 | -3
Cc1ccc(C(C)C)c(OCCCNCc2cccnc2)c1 | -2 | 18 | -2 | 33 | -16 | -4 | -3 | 2
CCC(C)(C)C1CCc2c(sc(NC(=O)c3ccoc3C)c2C(N)=O)C1 (centres undefined) | 5 | 10 | 1 | -9 | 3 | -28 | -6 | 3
CN(CC(=O)NC(=O)NCc1ccccc1)Cc1ccc(Cl)cc1 | 2 | -4 | -25 | 4 | 10 | 3 | 0 | 3
COc1ccc2c(c1)c(=O)c(C(=O)c1ccccc1)cn2Cc1ccc(C)cc1 | -11 | 13 | -2 | -6 | 8 | 8 | 1 | 7
COc1ccc(N(C(=O)CNC(=O)c2cccs2)C(C(=O)NCC2CCCO2)c2ccccc2)cc1OC (centres undefined) | 15 | -1 | 2 | -3 | -5 | -9 | 0 | 7
COc1ccc(-n2c(COc3cccc(C)c3)n[nH]c2=S)cc1 | 0 | -4 | 25 | 3 | 0 | 6 | 0 | 2
COc1ccccc1CN(Cc1nc2ccccc2c(=O)[nH]1)C(=O)Nc1ccc(C)cc1 | -2 | -2 | -6 | -6 | 6 | -1 | 0 | -1
COc1ccc(NC(=O)c2ccc(Br)o2)c([N+](=O)[O-])c1 | 0 | -4 | -6 | 6 | 12 | -10 | 0 | -13
O=C(COC(=O)c1nc(Cl)ccc1Cl)Nc1ccc2[nH]c(=O)[nH]c2c1 | 3 | -2 | 0 | 9 | -1 | -4 | -1 | -16
Cc1cc(NC(=O)CSc2nnc(COc3cccc(C)c3C)n2Cc2ccco2)no1 | 7 | -7 | 7 | 6 | 3 | -7 | 1 | -7
O=C(NCc1ccccc1)c1ccc2c(=O)[nH]c3c(C(=O)NCC4CCCO4)sc(=S)n3c2c1 (centres undefined) | -3 | 11 | 23 | -4 | 3 | 1 | -6 | 17
CCOc1ccc(N(CC(=O)N/N=C/c2cc(Br)c(C)o2)S(C)(=O)=O)cc1 | -10 | -7 | -10 | -2 | -3 | -7 | -1 | 6
Cc1ccc(Cl)cc1N1CCN(Cc2nnnn2Cc2ccco2)CC1 | -2 | x | x | 23 | 1 | 11 | x | 13
Cc1ccc(-n2sc3ccccc3c2=O)cc1 | 0 | -11 | -33 | -2 | 0 | 10 | 1 | 52*
